Screens: PubChem BioAssay, several laboratories
MC4R barr agon: MC4R agonists recruiting beta-arrestin, primary screen, cell-based, luminescence, agonist arm of biased-ligand search; U2OS MC4R beta-arrestin complementation; percent of melanotan II response, DMSO zero; activation, % at 8.9 µM; 360,000 compounds, 0.98% hits; AID 540308, 2011;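 active means activation above a per-plate cutoff, the mean activation of sample wells on that plate plus 3 SD, cut at about 8% in these data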
Target sequence (P32245 whole entry, looked up): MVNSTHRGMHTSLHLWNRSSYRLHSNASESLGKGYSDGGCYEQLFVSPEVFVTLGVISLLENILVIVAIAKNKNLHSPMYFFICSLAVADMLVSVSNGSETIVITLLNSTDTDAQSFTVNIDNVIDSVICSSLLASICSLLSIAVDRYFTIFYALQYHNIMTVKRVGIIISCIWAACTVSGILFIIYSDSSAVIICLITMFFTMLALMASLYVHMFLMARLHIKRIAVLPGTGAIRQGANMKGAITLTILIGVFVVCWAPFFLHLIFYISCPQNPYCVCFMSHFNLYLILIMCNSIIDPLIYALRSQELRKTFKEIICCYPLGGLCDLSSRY
ABHD5-PLIN5 inh: ABHD5-PLIN5 interaction inhibitors, primary screen, cell lysate, split luciferase complementation, luminescence. inhibition, % at 4 µM. Perilipin-5 (Homo sapiens) + 1-acylglycerol-3-phosphate O-acyltransferase ABHD5 (Homo …. Split G. princeps luciferase complementation, 4 h. 360,000 compounds, 0.78% hits;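 active means inhibition above the mean inhibition across every tested compound plus 3 SD, cut at about 22% in these data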;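 further: 0% = DMSO only wells and the 100% control is not disclosed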
NCOA1 inh: SRC1 coactivator transcriptional activity inhibitors, primary screen, cell-based, luminescence. HEK293 GAL4-SRC1 luciferase reporter. inhibition, % at 3.6 µM. 360,000 compounds, 0.12% hits;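 active means inhibition above the campaign mean plus 3 SD, with each screening campaign given its own cutoff, cut at about 60% in these data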;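 further: 0% = DMSO treated cells and 100% = gossypol at 36 µM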
LMP1 NFkB inh: EBV LMP1-driven NF-kappaB luciferase reporter inhibitors, primary screen, cell-based, luminescence, single point; LMP1-induced NF-kappaB luciferase reporter cells; inhibition, % at 12.5 µM; 350,000 compounds, 0.69% hits; AID 504558, 2011; in the data active means inhibition above about 41%;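 further: 0% = neutral control wells and 100% = reference inhibitor control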
TLR9-MyD88 inh: inhibitors of TLR9-MyD88 association in cells, primary screen, cell-based, CHO, BLA complementation, fluorescence | Toll-like receptor 9 (Homo sapiens) + Myeloid differentiation primary response protein … | CCF4 FRET ratio | inhibition, % at 4.98 µM | 340,000 compounds, 0.21% hits | AID 504734, 2011;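 active means inhibition above the mean over all tested compounds plus 3 SD, cut at about 21% in these data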;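 further: 0% = DMSO only wells and 100% = clavulanate BLA inhibitor control wells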
NR5A2 inv ag: LRH-1 (NR5A2) inverse agonists, primary screen, cell-based, luminescence, HEK293T, StAR-luciferase reporter; Nuclear receptor subfamily 5 group A member 2 (Homo sapiens), O00482; LRH-1 transfected, 24 h; inhibition, % at 3.6 µM; 360,000 compounds, 0.13% hits; AID 602396, 2012;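 active means inhibition above the mean inhibition of all tested compounds plus 3 SD, cut at about 73% in these data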;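 further: 0% = DMSO wells and 100% = reporter-only cells lacking LRH-1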
NR2F2 inh: NR2F2 transcriptional activity inhibitors, primary screen, cell-based, luciferase reporter, HEK293T, luminescence | inhibition, % at 8.6 µM | 370,000 compounds, 0.7% hits | COUP transcription factor 2 (Homo sapiens), P24468 | HEK293T NGFI-A luciferase reporter;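 active means inhibition above a per-plate cutoff, mean inhibition of test wells between control levels plus 3 SD, cut at about 38% in these data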;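 further: cells cotransfected with COUP-TFII expression vector driving the NGFI-A reporter; 0% = median of COUP-TF2 test wells and 100% = reporter-only cells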
Target sequence (P24468 whole entry, looked up): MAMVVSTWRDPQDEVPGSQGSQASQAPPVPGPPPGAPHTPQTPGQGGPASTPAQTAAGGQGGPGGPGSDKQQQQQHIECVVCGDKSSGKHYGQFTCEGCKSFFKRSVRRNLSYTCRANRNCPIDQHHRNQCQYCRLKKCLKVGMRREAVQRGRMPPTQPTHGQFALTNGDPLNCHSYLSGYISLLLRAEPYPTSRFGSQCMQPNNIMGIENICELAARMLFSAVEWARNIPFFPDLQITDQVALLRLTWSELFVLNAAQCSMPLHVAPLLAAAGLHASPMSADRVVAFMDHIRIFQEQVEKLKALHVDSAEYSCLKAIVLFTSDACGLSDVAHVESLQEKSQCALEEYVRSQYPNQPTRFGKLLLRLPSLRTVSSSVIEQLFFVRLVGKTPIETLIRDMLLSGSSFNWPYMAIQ
SRC3 inh: SRC3 coactivator transcriptional activity inhibitors, primary screen, cell-based, luminescence. Nuclear receptor coactivator 3 (Homo sapiens), Q9Y6Q9. HEK293 GAL4-SRC3 luciferase reporter. inhibition, % at 3.6 µM. 360,000 compounds, 0.17% hits. AID 588352, 2011;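 active means inhibition above a per-campaign cutoff, the mean of all compounds plus 3 SD, cut at about 60% in these data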;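 further: 0% = DMSO-treated cells and 100% = gossypol-treated cells at 36 µM; higher means less SRC3-driven luciferase light from the GAL4 reporter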
NCOA2 inhibitor: inhibition of GAL4-SRC2 driven luciferase reporter, primary screen, SRC2 inhibitor project, cell-based, luminescence; AID 651957, 2012; 370,000 compounds, 0.17% hits; inhibition, % at 9 µM; Nuclear receptor coactivator 2 (Homo sapiens), Q15596; HEK293 GAL4-SRC2 luciferase reporter;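 active means inhibition above the mean inhibition of all tested compounds plus 3 SD, set per campaign, cut at about 52% in these data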;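 further: 0% = DMSO treated cells and 100% = cells given Gossypol at 36 µM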
NOD2 RIPK2 PPI: NOD2-RIPK2 binding disruptors in cells, primary screen, fluorescence, CHO cells, BLA complementation; Receptor-interacting serine/threonine-protein kinase 2 (Homo sapiens), O43353; CCF4 ratio; inhibition, % at 4.98 µM; 360,000 compounds, 0.38% hits; AID 624267, 2012; in the data active means inhibition above about 21%;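 further: 0% = vehicle only and 100% = reference blocker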
MC4R antagonist: MC4R antagonists of cAMP signaling, primary screen, cell-based, TR-FRET, antagonist arm of biased-ligand search. MC4R-expressing cells, MTII-stimulated cAMP, LANCE TR-FRET. inhibition, % at 6.5 µM. 360,000 compounds, 0.48% hits. AID 540295, 2011;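 active means inhibition above its plate's cutoff, the mean of tested wells on that plate plus 3 SD, cut at about 29% in these data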;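 further: 0% = Melanotan II alone and 100% = Melanotan II plus saturating MCL0020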
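System – human MC4R-expressing U2OS cells · Also added – Melanotan II · Dosing – one concentration, 6.5 µM nominal · Timing – 30-min compound, 1-h challenge, 1-h detection, room temperature · Measured by – Eu-cAMP/anti-cAMP TR-FRET, emission 671 nm · Replicates – singlicate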
An asterisk follows results filed as active; . = no result given; & = joins results of further samples. Some of the compounds tested; the hit share may differ from the screen's.

SMILES	MC4R barr agon	ABHD5-PLIN5 inh	NCOA1 inh	LMP1 NFkB inh	TLR9-MyD88 inh	NR5A2 inv ag	NR2F2 inh	SRC3 inh	NCOA2 inhibitor	NOD2 RIPK2 PPI	MC4R antagonist
COc1cccc(C(C[N+](=O)[O-])c2c(C)[nH]n(-c3ccccc3)c2=O)c1 (stereo unspecified)	-2.8	-25	-1	1	5	-3	-21	-1	-17	7	10
COc1ccc(CCNC(=O)c2ccc(NS(=O)(=O)c3ccc4[nH]c(=O)[nH]c4c3)cc2)cc1OC	-1.2	8	-11	2	0	12	13	-3	-3	-7	8
CCOC(=O)COc1c(OC)cc(Cl)cc1C1NC(=O)NC(C)=C1C(C)=O (stereo unspecified)	-2.2	-4	-5	-7	-3	-2	7	-5	-10	15	8
O=C(Nc1nncs1)c1cc(-c2ccncc2)nc2ccc(Cl)cc12	-0.7	-1	-1	-3	0	3	4	7	-7	-11	14
COc1ccc(N=c2oc3cc(O)ccc3cc2C(=O)Nc2ccccn2)cc1OC	-1.7	-6	-32	3	0	-18	-19	-31	-19	-7	10
COC(=O)C1CCCN1C(=O)C1CCCN1C(=O)CNC(=O)OCc1ccccc1 (stereo unspecified)	-2.2	0	5	9	4	1	-2	14	11	-3	9
Cn1c(Cc2ccccc2)nnc1SCC(=O)N1CCN(c2ccccc2)CC1	-1.1	2	-10	-1	-2	10	20	8	18	-2	11
COC(=O)c1cc(S(=O)(=O)Nc2cccc(-c3cnco3)c2)oc1C	-1.9	-1	-10	-7	9	-10	.	-22	.	2	14
COc1ccc(NC(=O)c2cc(-c3cc(Cl)ccc3C)n[nH]2)cn1	0.5	-5	5	.	.	-13	0	-2	-51	9	1
Cn1cnnc1SCc1nnc(-c2ccccc2Br)o1	-0.5	6	-8	-3	-6	-10	-11	-8	-10	-1	13
O=C(Nc1ccc(-c2nc3ccccc3[nH]2)cc1)c1ccccc1NS(=O)(=O)c1ccc(F)cc1	15*	-2	-29	6	6	-22	7	-6	-22	-3	25
Cc1nc(-c2ccc(S(=O)(=O)Nc3cc(F)ccc3F)cc2)co1	-1.4	-1	-16	-2	0	-2	-1	-16	11	-5	9
Cn1c(-c2ccccc2)cc(=NNS(C)(=O)=O)c2cc(S(=O)(=O)O)ccc21	-1.7	-2	3	7	7	15	0	3	12	-1	-4
O=C(O)CNS(=O)(=O)c1ccc(C2CCCCC2)cc1	1.5	-2	-39	-2	-4	0	-16	6	15	-14	32*
O=C(NCc1ccc2c(c1)OCO2)c1cccc(C(=O)NCc2ccc3c(c2)OCO3)c1	-0.5	0	3	0	-3	10	-11	-1	12	-6	6
O=c1nc(-c2ccccc2)c2cc(Cl)ccc2[nH]1	-0.2	5	-16	-12	2	-1	16	12	18	-12	-4
COc1ccc2nc(NC(=O)CSc3nnc(C)s3)sc2c1	1.4	4	-14	-17	-9	-32	-8	-36	-17	-7	-5
COc1ccc(N2CCN(C(=O)c3ccc4c(=O)n5c(nc4c3)CCCCC5)CC2)cc1	-1.0	3	13	-1	-4	24	5	-20	-1	-7	10
CCCNC(=O)Nc1ccccc1C(=O)Nc1ccc(OC)cc1	-1.3	-2	5	-8	-3	-15	-12	-13	0	-1	6
Nc1nonc1-n1nnc(C(=O)N/N=C/c2ccc3c(c2)OCO3)c1CSc1ccccc1	4.3	-5	-104	-6	-5	13	10	-4	22	-11	2
COC(=O)N(C)C[C@H]1OCc2cnnn2CCCC(=O)N([C@H](C)CO)C[C@H]1C	-1.5	-9	3	4	-10	-4	-3	-16	17	8	1
CCc1cc2c(SCC(=O)Nc3ccc(Cl)cn3)ncnc2s1	1.1	1	0	2	12	8	-6	11	-26	-9	-7
C/C(=N/N1CCN(c2ccccn2)CC1)c1ccc([N+](=O)[O-])cc1	-1.3	-17	-102	5	3	-39	-41	-70	-67	-1	0
Cc1noc(C(F)(F)F)c1C(=O)NNC(=O)c1ccccc1	-2.0	-1	-6	-11	-6	4	-10	-2	-17	-3	2
CCOC(=O)c1cnc(Nc2nc3ccccc3o2)nc1C	1.2	-5	-58	65*	10	-155	-35	-54	-26	-12	21
O=CN1CCN(C=O)C(O)C1O (stereo unspecified)	-2.0	9	2	-5	3	-10	4	-7	-11	-14	5
COc1ccc(OC)c(C(=O)c2ccc(C(=O)c3cc(OC)ccc3OC)cc2)c1	3.1	-5	5	20	-13	-3	-13	16	8	-1	16
CSc1ccccc1NC(=O)CCc1ccccc1	0.2	3	3	1	0	0	-3	-11	-6	-8	4
CC(C)Oc1cccc(C(=O)NC(=S)Nc2ccccc2N2CCOCC2)c1	-1.8	-12	-2	-5	-6	-13	-1	15	6	1	6
O=C(CSc1ccc(-c2cccnc2)nn1)Nc1ccc(F)c(F)c1	-2.7	3	9	-3	4	22	19	17	2	-2	0

Entries of single compounds as entered above. Order of values: MC4R barr agon, ABHD5-PLIN5 inh, NCOA1 inh, LMP1 NFkB inh, TLR9-MyD88 inh, NR5A2 inv ag, NR2F2 inh, SRC3 inh, NCOA2 inhibitor, NOD2 RIPK2 PPI, MC4R antagonist
O=CN1CCN(C=O)C(O)C1O (stereo unspecified) as listed: -2.0, 9, 2, -5, 3, -10, 4, -7, -11, -14, 5
Nc1nonc1-n1nnc(C(=O)N/N=C/c2ccc3c(c2)OCO3)c1CSc1ccccc1 as listed: 4.3, -5, -104, -6, -5, 13, 10, -4, 22, -11, 2
CCCNC(=O)Nc1ccccc1C(=O)Nc1ccc(OC)cc1 as listed: -1.3, -2, 5, -8, -3, -15, -12, -13, 0, -1, 6
COc1ccc(N2CCN(C(=O)c3ccc4c(=O)n5c(nc4c3)CCCCC5)CC2)cc1 as listed: -1.0, 3, 13, -1, -4, 24, 5, -20, -1, -7, 10
CCc1cc2c(SCC(=O)Nc3ccc(Cl)cn3)ncnc2s1 as listed: 1.1, 1, 0, 2, 12, 8, -6, 11, -26, -9, -7

The listing continues.
SMILES	MC4R barr agon	ABHD5-PLIN5 inh	NCOA1 inh	LMP1 NFkB inh	TLR9-MyD88 inh	NR5A2 inv ag	NR2F2 inh	SRC3 inh	NCOA2 inhibitor	NOD2 RIPK2 PPI	MC4R antagonist
CCN(C(=O)CSc1nc(C)cc(=O)[nH]1)C1CCCCC1	-0.4	-7	-1	-10	0	-10	-6	10	-8	4	1
Cc1nn(Cc2ccccc2)c(Cl)c1/C=C1\NC(=S)NC1=O	-1.7	0	-24	-4	-8	-17	-28	21	-44	6	-2
CCOC(=O)c1oc2nc3c(cc2c1N)CCCC3	-0.7	-2	-42	.	.	-34	-37	-62	-33	7	7
CCOc1ccc(N(C(=O)Cn2nnc3ccccc32)C(C(=O)NC(C)(C)CC)c2cccn2C)cc1 (stereo unspecified)	0.6	1	-13	3	-7	15	9	-6	-17	-1	2
Clc1ccc2[nH]cc(-c3nnnn3-c3ccc4ccccc4c3)c2c1	4.0	3	-50	-14	0	-6	23	-8	-5	-2	0
C=CCSc1nnc(N2C(=O)C(O)=C(C(=O)c3ccco3)C2c2ccccc2F)s1 (stereo unspecified)	-3.0	-10	-11	-22	-3	-19	-25	-12	-30	-4	6
C[C@H]1CN([C@@H](C)CO)C(=O)c2cccc(NS(=O)(=O)c3ccc(F)cc3)c2O[C@H]1CN(C)Cc1ccc(Cl)c(Cl)c1	0.2	11	10	-4	-8	8	-5	18	5	4	6
CN(C)CCn1c2c(c(SCC(=O)Nc3ccc4c(c3)OCCO4)nc1=O)CCC2	-2.3	-7	-21	-4	1	-16	10	-10	6	5	2
O=C(/C=C/c1ccccc1[N+](=O)[O-])NCCN1C(=O)S/C(=C\c2ccc(F)cc2)C1=O	7.5	2	-6	3	-6	5	-5	-21	-15	3	6
COc1ccc(CCN2C(=O)C3C4CC(C5C(C(N)=O)=NOC45)C3C2=O)cc1OC (stereo unspecified)	0.6	2	-7	-2	-3	-12	-3	-3	-7	2	18
O=C(COc1cccc2c1CCN(Cc1ccccc1)C2=O)NCc1ccco1	-0.9	2	4	-6	0	9	-3	1	9	-3	3
CCc1ccc(NC(=O)COC(=O)/C=C/c2ccco2)cc1	-0.2	9	-9	-1	5	-2	-12	3	3	-7	-4
c1ccc(CNc2cncnc2)cc1	-2.2	0	6	-6	4	6	-3	9	17	-17	2
NC(=S)Nc1ccc(S(=O)(=O)c2ccc(NC(N)=S)cc2)cc1	-2.6	-1	7	8	2	8	-2	7	0	-4	13
Cc1ccc(N(CCC#N)C(=O)CSc2nnc3ccccn23)cc1	-1.5	-8	0	-8	-1	-24	-6	6	25	6	2

Looked up by structure from above:
SMILES	MC4R barr agon	ABHD5-PLIN5 inh	NCOA1 inh	LMP1 NFkB inh	TLR9-MyD88 inh	NR5A2 inv ag	NR2F2 inh	SRC3 inh	NCOA2 inhibitor	NOD2 RIPK2 PPI	MC4R antagonist
C=CCSc1nnc(N2C(=O)C(O)=C(C(=O)c3ccco3)C2c2ccccc2F)s1 (stereo unspecified)	-3.0	-10	-11	-22	-3	-19	-25	-12	-30	-4	6
Clc1ccc2[nH]cc(-c3nnnn3-c3ccc4ccccc4c3)c2c1	4.0	3	-50	-14	0	-6	23	-8	-5	-2	0

Further records follow.
SMILES	MC4R barr agon	ABHD5-PLIN5 inh	NCOA1 inh	LMP1 NFkB inh	TLR9-MyD88 inh	NR5A2 inv ag	NR2F2 inh	SRC3 inh	NCOA2 inhibitor	NOD2 RIPK2 PPI	MC4R antagonist
CCOC(=O)NNS(=O)(=O)c1cc(Br)ccc1Br	-4.0	-3	-9	7	1	-4	-6	0	-26	-5	1
Cc1ccc(NS(=O)(=O)c2ccc3c(c2)CCC(=O)N3)cc1C	1.6&-1.7	0&-1	7&-13	5	-7	22&5	-4&11	-1&10	-9&1	-7&4	3&2
Cc1noc(C)c1C(=O)OC(C)C(=O)Nc1ccc(C(N)=O)cc1 (stereo unspecified)	-0.5	-2	0	-6	-1	4	7	5	-14	0	-1
CCN=C1SC(C(=O)Nc2ccccc2)CC(=O)N1CC (stereo unspecified)	-0.5	2	13	-1	3	-11	9	13	5	-24	0
CC1(C)Cc2c(sc(/N=C/N3CCCCC3)c2C#N)C(C)(C)N1	2.5	-7	-7	-7	-13	-18	10	-5	-60	1	8
